# D2 PAM: HTS Assay for Positive Allosteric Modulators of the Human D2 Dopamine Receptor: Primary Screen for Potentiators. D(2) dopamine receptor (Homo sapiens), P14416. HEK293 T-REx D2, calcium flux, EC20 dopamine potentiation. potentiation, % at 10 µM. 0.34% of 340,000 active. AID 485347, 2010;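 active means potentiation over 3 SD above the plate norm, cut at about 30% in these data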; further: 0% is about no effect
# Target sequence (P14416 whole entry, looked up): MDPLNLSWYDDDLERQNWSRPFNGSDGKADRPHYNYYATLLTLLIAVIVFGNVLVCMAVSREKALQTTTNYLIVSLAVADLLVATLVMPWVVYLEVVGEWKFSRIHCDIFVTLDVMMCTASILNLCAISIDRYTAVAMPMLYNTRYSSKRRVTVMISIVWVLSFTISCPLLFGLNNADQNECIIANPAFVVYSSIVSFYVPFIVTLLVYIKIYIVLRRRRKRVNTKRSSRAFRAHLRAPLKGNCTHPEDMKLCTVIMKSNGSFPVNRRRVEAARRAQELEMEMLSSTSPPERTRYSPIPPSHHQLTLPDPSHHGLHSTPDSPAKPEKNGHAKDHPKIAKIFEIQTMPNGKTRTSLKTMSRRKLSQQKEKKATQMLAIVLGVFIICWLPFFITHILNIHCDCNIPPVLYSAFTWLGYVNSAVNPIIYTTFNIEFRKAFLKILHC
#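 Tetracycline-induced HEK293 T-REx cells force-coupled to calcium signalling expressed D2; compounds were pin-added after a 10 s baseline, read kinetically 180 s, then an EC20 dopamine challenge followed with a further 180 s calcium read.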
# Vif-A3F inh: qHTS for Inhibitors of Vif-A3F Interactions: qHTS. 0.2% of 390,000 active. Potency, µM (highest dose often 46.1 µM), inactives show at the highest dose activity, negative = active. HeLa A3F-eYFP + Vif (tagged APOBEC3F with the HIV-1 protein that degrades it), YFP fluorescence increase; further: potency means the concentration at half of the fitted maximal effect; % of control where 0% means no effect; nearly all actives have a fitted effect of over 65% in size
#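 Fluorescence increase (Ex 488/Em 500-530) after overnight compound treatment at 37 deg C flags inhibition of Vif-driven A3F-eYFP loss in stable HeLa A3F-eYFP/Vif cells seeded overnight beforehand.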
# D1 ag: Allosteric Agonists of the Human D1 Dopamine Receptor: qHTS | HEK293 T-REx D1 cells, calcium flux, agonist mode | AID 504660, 2011 | 1% of 360,000 active | activation, % at 2 µM; in the data active means activation above about 30%; further: 0% is about no effect
# Target sequence (P21728 whole entry, looked up): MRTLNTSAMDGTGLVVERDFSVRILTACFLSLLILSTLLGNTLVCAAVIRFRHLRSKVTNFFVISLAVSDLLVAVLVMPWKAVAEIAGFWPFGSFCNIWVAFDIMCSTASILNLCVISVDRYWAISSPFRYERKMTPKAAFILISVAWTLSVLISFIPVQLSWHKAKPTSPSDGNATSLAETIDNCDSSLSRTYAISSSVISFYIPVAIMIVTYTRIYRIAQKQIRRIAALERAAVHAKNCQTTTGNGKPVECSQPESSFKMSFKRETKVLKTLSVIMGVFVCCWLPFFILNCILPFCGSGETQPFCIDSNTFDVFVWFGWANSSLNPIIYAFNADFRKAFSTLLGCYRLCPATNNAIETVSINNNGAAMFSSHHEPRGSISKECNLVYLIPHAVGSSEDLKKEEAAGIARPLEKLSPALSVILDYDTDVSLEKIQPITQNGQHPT
#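 Tetracycline-induced HEK293 TREx D1 cells, force-coupled to calcium signalling, were dye-loaded with a no-wash calcium kit. Compound was pin-added after a 10 s baseline. Fluorescence was read kinetically at 1 cycle/s for 180 s, with calcium rises flagged as agonism.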
# Vif-A3G inh: qHTS for Inhibitors of Vif-A3G Interactions: qHTS. DNA dC->dU-editing enzyme APOBEC-3G (Homo sapiens), Q9HC16. HeLa A3G-eYFP + Vif (tagged APOBEC3G with the HIV-1 protein that degrades it), YFP fluorescence, overnight. Potency, µM (top dose mostly 46.1 µM), without a hit: at the top dose activity, negative = active, most hits filed as inhibitors. 0.076% of 410,000 active. AID 602310, 2012;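 further: potency means the concentration at half of the fitted maximal effect; on the % scale 0 is the no-effect control and ±100 the full control effect; nearly all actives have a fitted effect of over 60% in size; hits raise eYFP signal because A3G escapes Vif-driven loss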
#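 Read-out is eYFP fluorescence (Ex 488/Em 500-530) from Vif-expressing HeLa A3G-eYFP cells; more signal means A3G escaped Vif-mediated degradation. Cells plated overnight, compound pinned in, incubated overnight at 37 deg C.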
# RXFP1 agonist: qHTS Assay for Agonists of the Relaxin Receptor RXFP1. Relaxin receptor 1 (Homo sapiens), Q9HBX9. HEK293T-RXFP1 cAMP TR-FRET, 30 min; response scale: percent of porcine relaxin response, buffer zero. Potency, µM (series often up to 57.5 µM), without a hit: at the top dose activation, most hits filed as activators. 0.3% of 370,000 active. AID 2676, 2010; further: potency means the concentration at half of the fitted maximal effect; on the % scale 0 is the no-effect control and ±100 the full control effect; nearly all actives have a fitted effect of over 60% in size; many of its hits are not listed in these tables
#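 HEK293 cells stably expressing RXFP1, treated 30 min at 37C with compounds plus PDE4 inhibitor Ro 20174; cAMP measured by HTRF TR-FRET. Normalized to buffer and 29 nM porcine relaxin; EC50 by Hill fit.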
# D1 PAM: Potentiators of Human D1 Dopamine Receptor: qHTS; potentiation, % at 10 µM; AID 504651, 2011; 0.036% of 360,000 active; HEK293 TREx D1 cells, calcium flux, dopamine EC20 potentiation; in the data active means potentiation above about 30%; further: 0% is about no effect
# GRP78 ERSR act: qHTS for Inducers of the Endoplasmic Reticulum Stress Response (ERSR) in Human Glioma: qHTS | U87-MG GRP78 promoter luciferase reporter, 16 h | Potency, µM, for the others: at the highest dose activation, hits mostly activators | 0.02% of 420,000 active; further: potency means the concentration at half of the fitted maximal effect; series mostly up to about 76 µM; % of control where 0% means no effect; nearly all actives have a fitted effect of over 35% in size
#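 Stably transfected U87-MG human glioma cells carrying a GRP78-based luminescent sensor were seeded at 1000 cells/well, pin-dosed with compounds and incubated 16 h. Luciferase reagent was then added, and end-point luminescence was read after 10 min at room temperature.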
# D1 antag: Antagonist of Human D 1 Dopamine Receptor: qHTS; HEK293 TREx D1 cells, calcium flux, dopamine EC80; active compounds read low; activity change, negative = inhibition, % at 10 µM; 3.2% of 360,000 active; in the data active means activity change below about -30%; further: on the % scale 0 is the no-effect control and ±100 the full control effect
#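 Tetracycline-induced HEK293 Trex D1 cells, force-coupled to calcium, dye-loaded; compounds added and read 180 s, then EC80 dopamine added and calcium flux tracked kinetically another 180 s.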
# RXFP1 antag: qHTS Assay for Antagonists of the Relaxin Receptor RXFP1. 0.59% of 350,000 active. Relaxin receptor 1 (Homo sapiens), Q9HBX9. AID 1259400, 2018. HEK293-RXFP1, relaxin-stimulated cAMP HTRF, 30 min; active compounds read low. activity change, negative = inhibition, % at 57.5 µM;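 active means activity change of -60% or lower, but not beyond a set lower limit; inconclusive means change between -60% and -40%, or beyond the set limit; inactive means change above -40%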; further: on the % scale 0 is the no-effect control and ±100 the full control effect
# The depositor's hits bear a star; ? = inconclusive; · = not tested or not shown; & = joins results of further samples. Unless noted, the call rests on the fitted dose curve; in most records, active means well fitted curve in the direction sought with a large enough effect; inconclusive means small, poorly fitted or top-dose-only effect, or another doubt; inactive means no such curve, though single readings can be large; an effect the other way counts as inactive or inconclusive. A portion of the library (hit frequency here may not be typical).
SMILES,D2 PAM,Vif-A3F inh,D1 ag,Vif-A3G inh,RXFP1 agonist,D1 PAM,GRP78 ERSR act,D1 antag,RXFP1 antag
COc1ccc(NC(=O)c2ccco2)cc1NC(=O)c1ccc(C)cc1,13,0%,0,-5%,-0.4%,-3,-2%,11,-8
Cn1c(=O)n(Cc2ccccc2Cl)c(=O)c2c1[nH]c(=S)n2C,1,14%,3,-5%,1.5%,-6,1%,-7,6
Cc1nc(N2CCOCC2)c(C#N)c(C)c1Br,-6,2%,-4,-5%,1.3%,1,-2%,17,0
Cc1cccc(N2CCN(S(=O)(=O)c3ccc4[nH]c(=O)ccc4c3)CC2)c1C,-4,8%,13,-18%,-1.0%,-7,-5%,-35*,-17
CCC1=C/C(=C/c2sc3ccccc3[n+]2CC)CC(C)(C)C1,·,?,0,0%,0.6%,-1,?,-4,-9
CC/C(=N\NC(N)=O)c1ccc(OC)c(OC)c1,5,9%,2,-2%,-1.5%,-4,-2%,-2,-15
O=C1CC(C(=O)NC2CCCCC2)C(c2ccccc2)O1 (stereo not drawn),18,0%,1,-2%,-0.4%,-3,4%,2,-10
Cc1[nH]n(-c2ccccc2)c(=O)c1N=Nc1ccc(F)cc1,-18,1%,4,0%,3.2%,13,17%,0,-7
C=CCSC1=C(C#N)C(c2ccccc2OCC)CC(=O)N1 (stereo not drawn),5,-16%,0,-5%,-0.1%,-4,-3%,2,0
CN(C)/C=N/c1nc2nccc(-c3ccccn3)n2n1,-10,8%,0,2%,13%,-3,-2%,1,-7
Cc1sc2ncn(CC(=O)OCC(=O)NC(C)(C)C)c(=O)c2c1C,-4,·,2,2%,1.3%,-1,-2%,16,-1
O=C(NCc1nnc(SCC(=O)N2CCCC2)o1)c1ccccc1,6,2%,4,3%,-2.0%,3,-4%,2,0
COc1cc2c(cc1NC(=S)Nc1cccc(C(F)(F)F)c1)oc1ccccc12,4,-27%,-1,0%,1.6%,-5,-3%,·,-6
O=c1cc(NCc2ccccc2)c2ccccc2o1,-3,-2%,3,-1%,0.2%,-3,-2%,1,2
O=C1Cc2ccccc2C(c2c(Cl)cccc2Cl)N1 (stereo not drawn),5,-6%,1,1%,1.0%,1,-1%,4,-32
COc1cccc(CNC(=O)CSc2cc(=O)n(C)c3ccccc23)c1,-4,-28%,1,0%,11%,-1,-3%,1,15
Cc1cc(NC(=O)c2ccc(C)c([N+](=O)[O-])c2)no1,-10,2%,1,-2%,0.1%,-3,6%,4,-37
COc1cc(OC)c(C(=O)Nc2ccncc2)cc1OC,2,0%,5,2%,-0.5%,7,-3%,-4,-4
CCc1nc(SCC(=O)Nc2ccc(Br)cn2)n[nH]1,7,·,0,·,0.8%,0,·,-9,·
C[C@H](CO)N1C[C@H](C)[C@H](CN(C)C(=O)Nc2ccc(F)cc2)OCc2ccccc2-c2c(n(C)c3ccccc23)C1=O,·,-1%,·,-5%,·,·,-3%,·,8
O=C(COc1ccc([N+](=O)[O-])cc1Cl)N(C1CCCCC1)C1CCS(=O)(=O)C1 (stereo not drawn),6,-5%,4,2%,-1.3%,2,-4%,6,-6
CCOC(=O)[C@H]1[C@H]2COc3ccc(Cl)cc3[C@@H]2N2C(=O)c3ccccc3NC(=O)[C@@]12C,5,5%,4,-20%,0.4%,0,-4%,14,·
O=C(Cn1cc(S(=O)(=O)Cc2ccc(F)cc2)c2ccccc21)NCc1ccccc1,-6,-21%,1,-2%,19%,-1,-5%,-9,-11
NNC(=O)c1cn2ccccc2n1,-11,3%,3,0%,-1.8%,2,2%,10,5
COc1ccc(OC)c(NC(=O)CC2SC(=NCc3ccccc3)NC2=O)c1 (stereo not drawn),-13,-2%,-4,-26%,-2.2%,-4,-2%,14,6
CCOc1ccccc1CNC(=O)Cn1c(=O)c2cccn2c2ccc(F)cc21,5,-11%,2,4%,2.8%,1,-4%,-2,-5
CCC(C)NC(=O)C1CCN(S(=O)(=O)c2ccc(Br)s2)CC1 (stereo not drawn),-5,5%,1,0%,-0.2%,-15,-3%,3,-3
Cc1nn(CC(=O)NC(C)c2ccccc2)c(=O)c2ccccc12 (stereo not drawn),5,6%,4,0%,-1.0%,-11,4%,0,-1
O=C(CN1CCC(Cc2ccccc2)CC1)N1CCc2ccccc2C1,-20,6%,6,-3%,2.9%,0,-3%,-10,0
COc1ccc(Cn2c(=O)[nH]c3cc(C(=O)N4CCN(c5ccccc5)CC4)ccc3c2=O)cc1,12&10,17%&0%,0&2,-1%&1%,1.6%&0.5%,-3&-1,-6%&-2%,10&-7,7
O=C(COC(=O)c1ccccn1)Nc1ccccc1OC(F)F,5,?,1,-4%,-0.4%,-6,-1%,-16,-3
CCC(C)(C(=O)NC1CCCCC1)N(Cc1cccs1)C(=O)c1ccccn1 (stereo not drawn),·,7%,1,0%,3.7%,-4,1%,-6,-9
C=CCn1c(Cc2cccs2)nnc1SCC(=O)c1cccc(Br)c1,2,·,4,-4%,1.6%,-1,14%,-17,-6
Cc1ccc(C(=C2C3C=CC2C2C(=O)NC(=O)C32)c2ccc(C)cc2)cc1 (stereo not drawn),-4,-9%,2,-8%,4.1%,-7,0%,0,16
Cc1ccc(-n2c(O)c(/C=N/NC(=O)C3COc4ccccc4O3)c3ccccc3c2=O)cc1 (stereo not drawn),-2,?,1,-29%,0.8%,-2,-1%,7,?
CC(C)C(=O)Nc1nc(-c2ccc3c(c2)CCN3C(=O)C2CC2)cs1,0,5%,3,-2%,1.7%,·,4%,1,-1
Cc1noc(C)c1S(=O)(=O)NC1CCN(Cc2ccccc2)CC1,-1,7%,6,-5%,1.3%,-4,-2%,-41*,-4
CCC(NC(=O)C1CCCO1)c1ccccc1 (stereo not drawn),-3,5%,1,0%,3.2%,2,-3%,1,-4
COc1ccc(NC(=O)CC2C(=O)N(c3ccc(F)cc3)C(=O)N2Cc2ccc3c(c2)OCO3)cc1 (stereo not drawn),-3,-6%,1,-2%,4.6%,2,-2%,8,·
COc1cccc(CN(C(=O)COc2ccccc2[N+](=O)[O-])C2CCS(=O)(=O)C2)c1 (stereo not drawn),10,-6%,-2,1%,-1.2%,5,-3%,-9,14
CCN(c1ncnc2c1cnn2-c1ccc(C)cc1)C1CCCCC1,-13,4%,-1,0%,3.3%,-1,-7%,13,3
C[C@@H]1CN([C@@H](C)CO)C(=O)c2cc(Br)cnc2O[C@H]1CN(C)C(=O)C1CCCCC1,·,0%,·,-1%,·,·,-7%,·,-10
COc1cc(-c2nnc(NC(=O)CS(=O)(=O)c3ccc(Cl)cc3)o2)cc(OC)c1OC,·,-27%,·,-6%,·,·,-2%,·,6
CCOc1ccc(S(=O)(=O)N2CCN=C2c2ccccc2)c(C)c1C,10,-2%,12,-6%,1.4%,-3,-2%,-16,-8
CCOC(=O)N1CCN(C(=O)CS(=O)Cc2nc(-c3ccc(OC)c(OC)c3)oc2C)CC1 (stereo not drawn),-3,-6%,2,0%,0.3%,0,-7%,19,4
Cn1c(-c2ccccc2)c[n+]2c1CCCCC2,-13,1%,1,1%,3.3%,-3,1%,7,-7
Cc1ccc(C(=O)OCC(=O)NC2CCCc3ccccc32)o1 (stereo not drawn),-1,1%,2,0%,-0.1%,-6,3%,-27,2
O=C(Nc1cccc(NC(=O)c2ccccc2[N+](=O)[O-])n1)c1ccccc1[N+](=O)[O-],·,-5%,·,-3%,-0.6%,·,-8%,·,-7
CC1CCN(C(=O)c2ccccc2NS(=O)(=O)c2ccccc2)CC1,4,3%,1,2%,2.4%,0,-3%,7,-18
C/C(CCc1oc2ccccc2c1-c1ccc(C)o1)=N/O,-1,-11%,3,-10%,-0.7%,-3,-4%,9,-15
CC(=O)c1ccc(NC(=O)c2cc(-c3ccc(Cl)c(Cl)c3)on2)cc1,-8,1%,5,-8%,1.9%,0,1%,3,-5
COc1ccc(S(=O)(=O)NCc2cccnc2)cc1NC(=O)c1ccccc1C,·,6%,·,-4%,·,·,-5%,·,-24
NC(=O)CC(NC(=O)c1ccccc1)c1ccc(N2CCN(c3ccccn3)CC2)c([N+](=O)[O-])c1 (stereo not drawn),-4,-2%,-1,1%,-0.3%,4,-3%,-5,·
CCN(CC)S(=O)(=O)c1ccc(/C=C/C(=O)OCC#N)cc1,1,1%,3,-1%,-0.7%,-9,-3%,3,4

# Screens deposited in PubChem BioAssay by National Center for Advancing Translational Sciences (NCATS).
